# Assay outcomes as filed in PubChem.
# NR2E3 ag-1 – NR2E3 agonists in two-hybrid cells, primary screen, cell-based, luminescence, CHO-S, Gal4-NCOR/VP16-NR2E3; inhibition of corepressor binding, % at 3.98 µM; AID 602229, 2012; Photoreceptor-specific nuclear receptor (Homo sapiens), Q9Y5X4; luciferase; 360,000 tested, 0.35% active;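 active means inhibition above the mean of all tested compounds plus 3 SD, cut at about 70% in these data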;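 further: 0% = DMSO with NR2E3 transfected cells and 100% = cells lacking NR2E3 construct; higher means lower luciferase signal from less NR2E3 corepressor binding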
# Target sequence (Q9Y5X4 whole entry, looked up, the tested form may be a part): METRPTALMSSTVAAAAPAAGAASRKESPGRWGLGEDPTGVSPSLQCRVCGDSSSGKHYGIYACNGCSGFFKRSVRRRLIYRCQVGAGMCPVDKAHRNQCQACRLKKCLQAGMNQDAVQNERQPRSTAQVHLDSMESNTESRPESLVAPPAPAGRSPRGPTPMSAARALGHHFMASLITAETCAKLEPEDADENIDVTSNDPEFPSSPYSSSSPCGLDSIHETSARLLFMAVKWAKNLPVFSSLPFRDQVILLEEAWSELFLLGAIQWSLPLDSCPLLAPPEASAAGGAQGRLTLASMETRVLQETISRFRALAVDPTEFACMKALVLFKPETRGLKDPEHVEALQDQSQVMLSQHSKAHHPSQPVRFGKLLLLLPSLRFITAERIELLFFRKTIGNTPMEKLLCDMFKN
# CF NFkB block – inhibitors of PAF-induced NF-kB signaling, primary screen, cell-based, GFP fluorescence, uHTS; KKLEB NF-kB-GFP reporter, GFP fluorescence overnight; inhibition, % at 5 µM; 360,000 tested, 0.86% active;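 active means at least 50% inhibition at 5 µM, scaled per plate between neutral and stimulator controls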;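 further: PAF is a Pseudomonas aeruginosa culture filtrate used as stimulus; plate controls were PAF-stimulated DMSO wells for no effect and unstimulated DMSO wells for full effect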
# HIF-2a block – HIF-2a reporter inhibitors, primary screen, luminescence, 786-0 RCC cells; inhibition, % at 18.8 µM; 786-0 RCC cells HIF-2a reporter, luciferase luminescence, overnight; 360,000 tested, 0.72% active; AID 624352, 2012;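 active means inhibition of the luminescence signal of 40% or more relative to plate controls, in a single-dose primary screen at 18.75 µM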
# hiPSC survival – enhancers of single-cell hiPSC survival, primary screen, ATPlite luminescence; 100% = ROCK inhibitor wells, 0% = DMSO; survival enhancement, % at 20 µM; 360,000 tested, 0.044% active; in the data active means survival enhancement above about 18%;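 further: cells exposed to compounds for 16 hours before the ATP read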
# MITF TRPM1 inh – inhibitors of MITF-dependent TRPM1 promoter reporter, primary screen, cell-based, SK-MEL-5, single point, luciferase; SK-MEL-5 TRPM1 promoter luciferase, 24 h; inhibition, % at 12.5 µM; 330,000 tested, 0.83% active; AID 488899, 2010;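 active means mean inhibition across replicates of 60% or more, whatever share of single replicates reaches that level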; further: values of inactives mirror those of a sister screen read the other way
# KKLEB cytotox – cytotoxicity in KKLEB CF airway cells, primary screen, cytotoxicity control for CF NF-kB inhibitor project, cell-based, uHTS, fluorescence assay plates. KKLEB CF airway cells viability, ATPlite luminescence, overnight; hits give low values; cells stimulated with P. aeruginosa culture filtrate. activity change (cytotoxicity), % at 5 µM. 360,000 tested, 0.36% active;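 active means corrected activity change at or below -50% at 5 µM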
# EBV LMP1 NFkB – EBV LMP1-driven NF-kappaB luciferase reporter inhibitors, primary screen, cell-based, luminescence, single point | LMP1-induced NF-kappaB luciferase reporter cells | inhibition, % at 12.5 µM | 350,000 tested, 0.69% active | AID 504558, 2011; in the data active means inhibition above about 41%;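 further: 0% = neutral control wells and 100% = reference inhibitor control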
# Shn3 inh set2 – reduction of Shn3 3'UTR firefly luciferase signal, primary screen, Schnurri-3 inhibitor project, cell-based, Clone20 osteoblasts, set 2 | Clone20 osteoblast Shn3 3'UTR firefly luciferase, 24 h | 360,000 tested, 0.52% active | inhibition, % at 12.5 µM;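 active means mean inhibition of at least 75% with every replicate also reaching 75%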;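 further: 0% = median of neutral control wells and 100% = pilot-screen positive control compound; some compounds past the cut are filed as inactive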
# Peg3 promoter – Peg3 promoter-driven luciferase inhibitors, primary screen, cell-based, HeLa, luciferase luminescence | 360,000 tested, 1.7% active | HeLa PEG-Prom luciferase reporter, overnight | inhibition, % at 20 µM;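 active means inhibition of at least 50% at 20 µM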
# C8 TRAIL sens – viability loss with TRAIL in NB7+C8 cells, primary screen, TRAIL sensitizer project, cell-based, ATPlite luminescence; 360,000 tested, 1% active; inhibition (viability loss, TRAIL sensitization), % at 10 µM;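 active means compounds causing at least 50% loss of cell viability in the single-dose screen, relative to plate controls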
# NR2E3 ag-2 – inhibitors of NR2E3-RetCOR corepressor binding, primary screen, NR2E3 agonist project, biochemical, TR-FRET, GST-NR2E3, biotin-RetCOR | Photoreceptor-specific nuclear receptor (Homo sapiens), Q9Y5X4 | 1536-well | 320,000 tested, 0.12% active | inhibition of corepressor binding, % at 4.78 µM | AID 2300, 2010;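 active means percent inhibition above the cutoff of mean plus 3 SD of all tested compounds, set per screening campaign, cut at about 20% in these data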;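 further: 0% = DMSO wells and 100% = biotin wells as full block of FRET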
#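 System: GST-tagged NR2E3 plus biotinylated RetCOR corepressor; Buffer or medium: pH 7.5 Tris-based buffer; Probe or stimulus: RetCOR corepressor, biotinylated, 7 nM; Doses: compound at 4.8 µM, single dose; Schedule: 5 h incubation at 4 °C; Technique: time-resolved FRET; Evaluation: percent inhibition of TR-FRET ratio; Replication: one well per compound, singlicate testing.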
# An asterisk follows results filed as active; nt = not tested or not shown.
entry	Compound	Peg3 promoter	NR2E3 ag-2	MITF TRPM1 inh	Shn3 inh set2	KKLEB cytotox	EBV LMP1 NFkB	C8 TRAIL sens	NR2E3 ag-1	hiPSC survival	CF NFkB block	HIF-2a block
1	COc1ccc([C@H]2CC(=O)C=C(c3cc(Br)ccc3OC)C2)cc1	19.3	nt	11.1	-1.9	-28.4	-2.1	10.4	-37.8	0.3	37.4	-10.2
2	COc1ccccc1N(CC(=O)Nc1ccc(Br)cc1F)S(=O)(=O)c1cccs1	12.2	nt	1.4	2.5	2.6	-3.5	8.5	6.3	-0.3	6.3	27.2
3	CCCCN(C(=O)C1CCCO1)c1c(N)n(CC(C)C)c(=O)[nH]c1=O (centres undefined)	1.6	0.8	-2.8	-4.9	-6.7	-5.3	-1.6	3.9	-0.6	2.1	1.5
4	Cc1ccc(CNC(=O)CCC2CCCN(C(=O)c3ccc4c(c3)OCO4)C2)o1 (centres undefined)	-13.7	1.4	-10.1	6.3	2.2	-1.2	19.9	-12.6	-0.3	6.0	-15.0
5	CCN(CC)C(=O)N1CCN(C(=O)N2CCOCC2)CC1	-3.0	0.9	9.9	-5.2	16.8	-2.3	-1.5	12.5	-2.1	-2.2	3.4
6	Cc1ccc(S(=O)(=O)NC(CC(C)C)C(=O)N2CCCCCCC2)cc1 (centres undefined)	12.8	0.8	-7.9	0.0	-3.2	-20.9	-13.9	-7.7	-0.3	19.4	10.4
7	COc1ccccc1N1C(=O)N(C(C)=O)C2C1Nc1ccccc1N2C (centres undefined)	1.9	-2.9	68.6*	-49.9	-7.2	-19.4	7.1	-2.1	-0.1	7.4	2.4
8	CSc1ccccc1OCc1cc(C(=O)N(C)C(C)c2ccccn2)no1 (centres undefined)	-15.1	nt	-3.3	-9.1	-1.8	-8.3	-6.7	-11.8	0.6	7.1	-16.9
9	Cc1ccc(CNC(=S)NC2CCCCC2)cc1	-12.6	nt	-3.4	-7.8	13.0	-27.5	-3.0	-1.0	0.2	-15.5	-82.7
10	O=S(=O)(O)c1nc2ccccc2n1Cc1ccc(Cl)cc1	9.3	1.2	4.1	-0.8	-4.6	-1.3	-9.3	-6.2	5.3	0.0	25.9
11	N#Cc1nc(-c2ccc(Cl)cc2)oc1NCC1CCCO1 (centres undefined)	-102.3	-1.8	-4.1	-23.0	1.4	-17.9	-2.3	-57.3	0.7	-4.1	-146.1
12	CN(C)S(=O)(=O)c1cc(NC(=O)CN2CCOCC2)ccc1Cl	-2.6	-1.7	4.1	5.4	0.9	3.1	-0.2	12.8	1.3	9.4	9.8
13	CCOC(=O)N1CCC(NC(=O)CN2C(=O)C(CC)Oc3ccc(C)cc32)CC1 (centres undefined)	7.1	1.0	6.0	-1.7	9.1	-2.0	-15.6	1.4	1.2	7.3	2.2
14	COc1ccccc1C(=O)N(C1=NC(C)CS1)c1ccc(Cl)cc1 (centres undefined)	21.8	1.8	2.7	-20.1	-2.4	12.6	-6.8	-6.9	-0.6	-12.5	7.4
15	Cc1cc(C)n2nc(SCC(=O)c3ccccc3)nc2n1	-6.5	3.5	-8.2	-0.8	8.0	3.4	-12.9	-13.1	1.3	1.6	-54.2
16	O=C(NCCO)c1cccc(Nc2nc(-c3ccccc3)c3cc(Cl)ccc3n2)c1	14.1	0.2	7.5	-58.6	-1.7	10.9	9.9	15.0	-2.3	-27.3	20.5
17	O=c1[nH]c2cc3c(cc2cc1C(c1nnnn1CC1CCCO1)N1CCCCCC1)OCCO3 (centres undefined)	-9.1	5.0	0.9	1.6	4.5	1.2	7.4	-12.3	-2.1	-5.6	1.9
18	O=C(Nc1ccc(N2CCCC2)cc1)c1cc2ccccc2o1	-361.0	0.8	-24.4	-47.1	4.1	-18.6	-5.3	-107.7	-0.6	-17.8	-171.3
19	O=C(c1ccc(S(=O)(=O)N2CCOCC2)cc1)N1CCc2ccccc21	1.6	3.7	13.3	9.0	8.4	0.6	3.7	-8.3	1.3	1.8	11.1
20	CCOc1ccc(N(CC(=O)NCCOc2ccc(C)cc2)S(=O)(=O)c2ccccc2)cc1	20.4	1.9	5.4	22.9	4.7	2.6	-3.2	-9.0	-0.3	-4.9	9.0
21	Cc1cc(Cl)cc(C)c1OCC(=O)NC1CCCCCC1	-37.2	nt	-14.0	10.2	7.3	-7.6	-5.4	-9.0	-3.2	18.0	-77.3
22	COc1cc(/C=N/NC(=O)NC2CCCCC2)cc(OC)c1O	0.9	1.3	-2.1	5.5	-4.1	10.8	-17.6	16.4	0.2	6.8	11.4
23	Cc1ccc(S(=O)(=O)Cc2ccc(C(=O)NC3CCCCCC3)o2)cc1	4.3	1.3	-13.9	3.6	1.2	-2.4	6.4	14.2	0.9	-13.4	-2.4
24	O=c1cccccc1NN=C1CCCCCC1	-210.9	2.3	-65.0	-43.0	0.0	-16.7	-1.1	-57.0	-0.5	-5.7	-167.0
25	CC1CCCCN1C(=O)c1cc(S(=O)(=O)N2CCCCC2)c[nH]1 (centres undefined)	-0.3	1.4	-7.0	-10.1	3.3	-6.4	-2.1	-18.1	2.8	15.1	11.5
26	CC(NC(=O)c1cc2ccccc2o1)C(=O)O (centres undefined)	3.8	-0.1	-11.5	24.8	-3.3	-5.3	0.7	-5.3	-0.6	7.2	-1.8
27	O=C(Nc1nc(-c2ccc(Cl)s2)cs1)c1ccccc1	-156.2	2.6	-24.7	1.4	10.9	-7.7	7.1	-54.7	-1.9	-29.6	-208.1
28	COC(=O)CCC(=O)CN	-10.0	3.5	2.7	12.2	6.5	-0.9	-4.8	-10.4	-1.8	2.7	-2.1
29	CCCn1c(N)c(C(=O)CSc2nnc(C3CC3)n2Cc2ccccc2)c(=O)[nH]c1=O	-4.0	1.5	11.4	4.9	8.3	0.1	-1.0	-7.4	4.5	-20.4	11.5
30	CCOc1ccc(N(CC(=O)NCc2ccco2)C(=O)CCC(=O)Nc2nccs2)cc1	-0.7	-0.3	3.3	-2.3	-4.7	9.5	-11.6	3.1	-0.8	18.8	9.3
31	COc1ccccc1OCc1nnc(SCC(=O)N2CCCCC2)o1	16.1	nt	5.0	1.0	-0.9	7.2	-19.1	-1.6	0.9	-12.0	1.2
32	O=C(C=Cc1cccc(O)c1)c1ccccc1O	45.1	nt	-8.6	-8.0	-16.1	18.5	10.7	-15.1	-2.9	27.7	-35.3
33	CCN(CC)c1ccc(/C=N/NC(=O)CNC(=O)C2COc3ccccc3O2)c(O)c1 (centres undefined)	50.5*	0.8	54.5	90.1*	-30.0	6.5	-2.1	16.0	-0.4	12.0	-2.8
34	CC(C)Nc1ncnc2c1ncn2[C@H]1CN(Cc2cccnc2)C[C@@H](CO)O1	-7.3	nt	nt	4.8	-2.0	nt	-7.9	-15.1	2.4	-6.0	8.8
35	CC(C)NC(=O)c1cc(-n2cnnc2)ccc1Cl	-13.2	0.4	5.6	-17.1	7.9	0.3	-0.1	-19.1	1.1	-0.8	5.3
36	CCc1nc2c(OCCn3cccc3)cccn2c1N(C)C(=O)c1cccs1	6.6	nt	nt	20.2	-3.0	nt	-4.1	-24.2	1.5	-3.1	0.1
37	Cc1nc(SCc2ccccc2C#N)n[nH]1	0.4	4.8	-10.6	-26.5	-2.9	-10.3	-1.9	16.0	0.0	24.7	4.0
38	Cc1ccc(-c2cn3cccnc3n2)cc1NC(=O)c1ccc(Br)o1	-16.5	3.4	11.1	15.0	4.2	4.7	-9.3	11.7	-1.7	-1.4	-7.2
39	CCOC(=O)N1CCN(C(=O)CN(c2ccc(OCc3ccccc3)cc2)S(C)(=O)=O)CC1	-56.7	-0.2	-13.0	4.3	14.9	8.5	20.8	10.4	0.8	-16.4	-12.4
40	Cc1oc(-c2ccoc2)nc1CN(CC1CCC(=O)N1)C(C)C (centres undefined)	3.5	-5.4	-2.6	-14.0	-20.7	5.2	2.3	-6.6	-1.8	11.5	16.4
41	COc1ccc(C2c3c(n[nH]c3C)CC(C)(O)C2C(C)=O)cc1OC (centres undefined)	-0.4	-1.6	0.5	-9.4	2.9	0.9	-1.9	-1.5	3.1	0.3	17.9
42	O=C(/C=C/c1ccc(S(=O)(=O)N2CCOCC2)cc1)NC(=S)NCCCn1ccnc1	28.8	1.3	19.9	-5.4	-4.2	-8.7	7.8	-30.1	-1.4	26.7	30.8
43	CCc1ccccc1NC(=O)N[C@H](C(=O)O)C(C)CC (some centres undefined)	9.1	0.3	6.4	2.4	0.7	4.8	-3.1	-2.0	1.3	0.7	-0.9
44	CCOC(=O)N1CCC(Nc2c(Nc3ccc(C)c(C)c3)c(=O)c2=O)CC1	5.5	-2.1	0.1	-16.6	2.9	-5.3	-1.2	-47.2	0.7	-5.3	-36.0
45	COc1cc(/C=C2/C(=O)N=C(N)N2C)cc(OC)c1OC	-5.0	1.6	3.9	7.1	-1.8	-13.3	-30.9	-16.6	0.6	-4.8	18.4
46	CN(C)C(=O)c1ccc(NC(=O)c2cccc(-n3cnnn3)c2)cc1	11.4	nt	nt	-3.1	-10.2	7.7	1.6	-22.7	4.1	0.7	15.6
47	NC(=O)CSc1ccc(S(=O)(=O)N2CCCCC2)cn1	-9.2	4.1	nt	-49.4	5.2	-0.4	-0.5	-2.3	-1.6	11.7	2.5
48	O=C(NC(=S)NCCc1ccccc1)C1CCCCC1	-40.4	-0.8	-5.4	-4.9	-7.7	-11.5	1.0	-3.4	-2.6	7.6	-92.8
49	Cc1ccnc(N2C(=O)CSC2c2ccc(Cl)cc2)c1 (centres undefined)	-1.1	-1.6	-14.6	-15.0	-4.8	-3.1	-8.0	-10.1	5.3	2.2	16.8
50	O=c1ccccn1Cc1c(F)cccc1Cl	-2.1	-2.2	2.3	-19.0	5.1	28.5	-3.6	1.9	-0.8	-0.2	14.5
51	Cc1ccc(F)c(NC=C2C(=O)OC(C)(C)OC2=O)c1	-0.2	4.2	-10.9	2.2	-6.5	-1.9	-21.4	17.7	-0.3	6.0	2.1

# Some entries already given, limited to HIF-2a block:
no. | smiles | HIF-2a block
45 | COc1cc(/C=C2/C(=O)N=C(N)N2C)cc(OC)c1OC | 18.4
46 | CN(C)C(=O)c1ccc(NC(=O)c2cccc(-n3cnnn3)c2)cc1 | 15.6

# Only part of the results is shown; count on the stated rates, not on these rows.
